Compound activity (PubChem BioAssay)
Pin1 inh = inhibitors of human Pin1; Q13526; Pin1 FP peptide displacement, HiFluor488, 10 min; Potency, µM (series often up to 115 µM), without a hit: at the highest dose activity, negative = inhibition, hits mostly inhibitors; 0.009% of 390,000 active; active = well fitted inhibition curve with a large enough effect in the polarisation, with a control signal flat, not every such curve was filed as active; inconclusive = small, poorly fitted or top-dose-only effect, or effect the other way, or a change in a side signal; inactive = no such curve, though single readings can be large or run the other way; the % refers to the polarisation; also: potency is read from the fitted curve at half-maximal effect; % is scaled to controls: 0 for no effect and ±100 for the full control effect
PGK inhibitor = blocks T. brucei phosphoglycerate kinase; 0.043% of 380,000 active; PGK/GAPDH coupled, Kinase-Glo luminescence, 60 min; AID 602233; Potency, µM (highest dose often 57.5 µM), for inactives: at the highest dose activity change, negative = inhibition, actives largely listed as inhibitors; P07378; also: potency is read from the fitted curve at half-maximal effect; % is scaled to controls: 0 for no effect and ±100 for the full control effect; nearly all actives have a fitted effect of over 60% in size
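Recombinant glycosomal PGK reaction used 1,3-bisphosphoglycerate generated in-well by GAPDH (100nM final) in 100mM TEA pH 7.6, 5mM MgCl2, 0.01% Tween-20. After 60 minutes at room temperature, ATP was read by Kinase-Glo Plus luminescence end-point.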
JMJD2A Tudor = blocks the human JMJD2A Tudor domain | O75164 | AlphaScreen JMJD2A-Tudor / H3K4me3 peptide binding | Potency, µM (top dose mostly 114 µM), for inactives: top-dose activity change, negative = inhibition, most hits filed as inhibitors | 4.4% of 390,000 active; also: potency is read from the fitted curve at half-maximal effect; % is scaled to controls: 0 for no effect and ±100 for the full control effect; nearly all actives have a fitted effect of over 50% in size
ERG-DNA inh = ERG Ets/DNA interaction inhibition | fluorescence polarization, His-ERG Ets domain / labelled DNA | Potency, µM (doses to about 76.9 µM), for inactives: at the highest dose FP activity, negative = inhibition, usual class: inhibitors | 0.028% of 370,000 active; active = well fitted inhibition curve with a large enough effect in the polarisation, with a control signal flat; inconclusive = small, poorly fitted or top-dose-only effect, or effect the other way, or a change in a side signal; inactive = no such curve, though single readings can be large or run the other way; the % refers to the polarisation;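 also: polarization taken with two DNA probes labelled with fluorescein and Texas red; potency is read from the fitted curve at half-maximal effect; % of control where 0% means no effect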
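His-tagged ERG Ets domain (1 uM in the protein solution; 300mM KCl, 50mM Tris-HCl, 1mM EDTA, 1mM DTT, pH 7.5) received compound, then a probe mix of 5 nM fluorescein-DNA and 100nM Texas-615-DNA. Fluorescence polarization was read for both dyes.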
GLS inh = blocks human kidney-isoform glutaminase activity | O94925 | GLS enzymatic activity, qHTS titration | Potency, µM (doses to about 45.5 µM), inactives show top-dose activity change, negative = inhibition, usual class: inhibitors | 0.21% of 410,000 active | AID 624170; also: potency is read from the fitted curve at half-maximal effect; % is scaled to controls: 0 for no effect and ±100 for the full control effect
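Glutamate formation by hKGA was monitored fluorometrically using coupled glutamate oxidase, HRP and Amplex Red. Substrate was added as 1 mM L-glutamine solution; incubation was 30 min at RT after an initial read.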
HP1b binding inh = blocks HP1-beta chromodomain binding to methylated histone tails. P83916. AlphaScreen HP1-beta / biotin-H3K9me3 peptide binding. Potency, µM (top dose mostly 114 µM), for the others: at the top dose activity change, negative = inhibition, usual class: inhibitors. 0.56% of 390,000 active. AID 540317; also: potency is read from the fitted curve at half-maximal effect; nearly all actives have a fitted effect of over 70% in size; inactives centre near 23
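HP1-beta protein (50 nM final) preincubated 30 min at room temperature with biotinylated H3(1-18)K9me3 peptide (50 nM) in PBS pH 7.4, 0.01% Tween-20, then compound added for 30 min. AlphaScreen streptavidin donor/nickel chelate acceptor beads (10 ug/mL final), 30 min dark, luminescence read.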
G9a inh = blocks human histone lysine methyltransferase G9a | Q96KQ7 | G9a H3K9 monomethylation, AlphaScreen, 2 h | Potency, µM (doses to about 102 µM), for the others: at the highest dose activity, negative = inhibition, most hits filed as inhibitors | 8.8% of 350,000 active; also: potency is read from the fitted curve at half-maximal effect; % is scaled to controls: 0 for no effect and ±100 for the full control effect; nearly all actives have a fitted effect of over 75% in size
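G9a (20 nM) was preincubated 15 min with compound, then reacted 2 h at room temperature with 500 nM biotin-H3K9 peptide and 20 µM SAM. Monomethyl-H3K9 detected by AlphaScreen using anti-H3K9me1 antibody.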
PI4K2A inh = PI4K2A (human) kinase inhibition. Q9BTU6. purified PI4K2A, ADP-Glo luminescence, 1 h; hits give low values. activity change, negative = inhibition, % at 76.9 µM. 0.13% of 420,000 active. AID 1346378; in the data active = activity change below about -50%; inconclusive = mostly about -30% to -49%;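 also: -100% = wells without enzyme as full effect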
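Compounds are screened against recombinant PI4K2A using PI as substrate and ATP, the latter dispensed at 300 microM. Reactions run one hour at ambient temperature before ADP-Glo detection; full inhibition defined by wells lacking enzyme.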
BAZ2B block = blocks human BAZ2B | Q9UIF8 | AlphaScreen BAZ2B-H3K14Ac peptide displacement | Potency, µM (highest dose often 114 µM), for inactives: top-dose activity change, negative = inhibition, actives largely listed as inhibitors | 4.4% of 360,000 active | AID 504333; also: potency is read from the fitted curve at half-maximal effect; % is scaled to controls: 0 for no effect and ±100 for the full control effect; nearly all actives have a fitted effect of over 60% in size
Target sequence (Q9UIF8 whole entry, looked up): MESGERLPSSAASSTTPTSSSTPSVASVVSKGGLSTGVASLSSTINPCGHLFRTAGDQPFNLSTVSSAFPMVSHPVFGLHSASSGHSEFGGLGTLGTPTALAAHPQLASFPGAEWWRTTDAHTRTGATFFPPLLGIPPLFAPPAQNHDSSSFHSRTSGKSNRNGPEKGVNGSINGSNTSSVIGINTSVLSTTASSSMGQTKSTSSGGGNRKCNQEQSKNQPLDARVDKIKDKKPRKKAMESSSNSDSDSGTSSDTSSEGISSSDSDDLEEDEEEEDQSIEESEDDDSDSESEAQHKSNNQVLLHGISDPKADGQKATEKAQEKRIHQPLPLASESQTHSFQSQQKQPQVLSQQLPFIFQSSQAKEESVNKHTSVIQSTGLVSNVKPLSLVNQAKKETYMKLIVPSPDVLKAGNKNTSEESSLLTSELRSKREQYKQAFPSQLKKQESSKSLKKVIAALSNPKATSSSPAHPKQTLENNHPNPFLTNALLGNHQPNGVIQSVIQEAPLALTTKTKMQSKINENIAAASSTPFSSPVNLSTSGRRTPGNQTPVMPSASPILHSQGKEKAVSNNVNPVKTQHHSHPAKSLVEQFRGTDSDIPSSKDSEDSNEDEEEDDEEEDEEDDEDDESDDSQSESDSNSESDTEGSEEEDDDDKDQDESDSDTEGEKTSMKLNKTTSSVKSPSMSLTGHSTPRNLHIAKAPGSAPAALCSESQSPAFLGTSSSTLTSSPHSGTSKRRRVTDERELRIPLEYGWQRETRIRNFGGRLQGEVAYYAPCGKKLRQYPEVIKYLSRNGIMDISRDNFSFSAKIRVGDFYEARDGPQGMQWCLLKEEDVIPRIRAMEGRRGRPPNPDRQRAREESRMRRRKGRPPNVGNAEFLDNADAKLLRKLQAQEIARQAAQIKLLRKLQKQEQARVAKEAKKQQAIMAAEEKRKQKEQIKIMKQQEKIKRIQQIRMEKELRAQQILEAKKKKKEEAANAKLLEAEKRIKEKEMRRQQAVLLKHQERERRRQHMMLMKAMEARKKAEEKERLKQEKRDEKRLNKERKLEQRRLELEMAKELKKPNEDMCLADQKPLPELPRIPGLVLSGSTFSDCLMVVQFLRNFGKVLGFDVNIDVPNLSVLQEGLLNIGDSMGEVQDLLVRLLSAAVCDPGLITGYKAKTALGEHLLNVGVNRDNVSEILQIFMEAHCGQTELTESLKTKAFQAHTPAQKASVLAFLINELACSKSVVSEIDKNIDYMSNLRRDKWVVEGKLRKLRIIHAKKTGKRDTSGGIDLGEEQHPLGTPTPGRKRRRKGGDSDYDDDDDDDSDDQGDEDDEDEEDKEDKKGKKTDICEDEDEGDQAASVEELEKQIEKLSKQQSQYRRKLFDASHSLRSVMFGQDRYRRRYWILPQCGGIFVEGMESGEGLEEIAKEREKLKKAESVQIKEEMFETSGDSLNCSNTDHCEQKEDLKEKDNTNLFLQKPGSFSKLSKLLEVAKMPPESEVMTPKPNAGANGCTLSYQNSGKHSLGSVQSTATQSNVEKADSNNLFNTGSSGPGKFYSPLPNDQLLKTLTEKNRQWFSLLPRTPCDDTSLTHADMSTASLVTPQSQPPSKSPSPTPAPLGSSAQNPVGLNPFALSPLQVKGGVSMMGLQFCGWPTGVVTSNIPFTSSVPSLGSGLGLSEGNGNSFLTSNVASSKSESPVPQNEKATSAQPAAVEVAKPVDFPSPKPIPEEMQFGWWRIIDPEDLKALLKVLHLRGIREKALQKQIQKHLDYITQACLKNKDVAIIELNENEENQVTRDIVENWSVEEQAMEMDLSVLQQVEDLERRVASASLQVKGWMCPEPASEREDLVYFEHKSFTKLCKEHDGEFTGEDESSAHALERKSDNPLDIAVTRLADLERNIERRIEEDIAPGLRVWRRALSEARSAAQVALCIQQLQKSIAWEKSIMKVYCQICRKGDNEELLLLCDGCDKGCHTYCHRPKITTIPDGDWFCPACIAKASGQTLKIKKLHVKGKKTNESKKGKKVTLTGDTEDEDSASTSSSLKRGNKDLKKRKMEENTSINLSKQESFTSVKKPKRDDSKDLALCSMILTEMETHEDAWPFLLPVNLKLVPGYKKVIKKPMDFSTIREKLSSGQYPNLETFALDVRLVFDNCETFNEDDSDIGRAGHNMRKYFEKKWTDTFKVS
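AlphaScreen displacement of biotin-H3(5-23)K14Ac peptide (50 nM final) from BAZ2B (50 nM final) in PBS pH 7.4, 0.01% Tween-20; complex preformed 30 min RT, then compounds (top 110 uM) 30 min RT, beads 20 min dark.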
Starred values were filed as active, the others as inactive; i = inactive; ? = inconclusive; . = no result given; & = joins results of further samples; [ ] = another dose, or the depositor's remark. Unless noted, calls follow the shape of the dose curve; as a rule, active = well fitted curve in the direction sought with a large enough effect; inconclusive = small, poorly fitted or top-dose-only effect, or another doubt; inactive = no such curve, though single readings can be large; an effect the other way counts as inactive or inconclusive.

SMILES	Pin1 inh	PGK inhibitor	JMJD2A Tudor	ERG-DNA inh	GLS inh	HP1b binding inh	G9a inh	PI4K2A inh	BAZ2B block
COC(=O)c1sc(NC(=S)NC(=O)c2ccccc2Cl)nc1C	11%	-4%	-12%	2%	-2%	34%	41%[59 µM]	-6	22%
Oc1c(CN2CCOCC2)ccc2ccccc12	-3%	-9%	?	-19%	3%	-31%	2.2µM*	-1	-36%
Cc1ccc2c(c1)C(c1ccc(O)cc1)(c1ccc(O)cc1)C(=O)N2C	1%	4%	-10%	4%	8%	14%	-27%	1	?
CCCCC(c1nnnn1C1CCCC1)N1CCN(C(=O)c2ccco2)CC1 (stereo unspecified)	-2%	7%	-17%	-7%	5%	17%	-48%[12.7 µM]	6	79µM*
Cc1cc(C(F)(F)F)c2c(C)nn(CCc3nn[nH]n3)c2n1	-5%	5%	2%	-3%	1%	34%[activator]	7%[12.7 µM]	8	-6%
COc1ccc(C=CC(=O)c2ccc(OC)c(OC)c2O)cc1OC	6%	-2%	50µM*	-3%	14%	?	.	-2	.
CN(Cc1ccccc1)S(=O)(=O)c1ccc(Cl)c(C(=O)OCC(N)=O)c1	3%	1%	-9%	1%	1%	23%	.	-16	-5%
O=C(CSc1nnc(CNC(=O)c2ccccc2F)o1)NCCc1ccccc1	1%	8%	7%	-10%	4%	26%	-2%[12.7 µM]	-2	0%
CCCCc1c(O)c2ccccc2[nH]c1=O	-3%	-1%	-15%	1%	1%	35%	-26%	0	-16%
COc1cc(CNC(=O)c2cnccn2)cc(OC)c1	1%	3%	-12%	7%	-1%	33%[activator]	.	2	.
COc1ccc(-c2csc(CCn3nc(C)cc3C)n2)cc1OC	-2%	5%	1%	-4%	5%	17%	-19%	1	-13%
Cc1ccc(S(=O)(=O)N2CCCCC2)cc1NC(=O)CSc1ncn[nH]1	?	2%	-21%	112%[activator]	3%	24%	-35%	3	-1%
CCc1cc(C(=O)NC2CCCc3c2cnn3-c2cccc(C)c2C)n(C)n1 (stereo unspecified)	-1%	-3%	-8%	-1%	7%	14%	-16%	-4	-4%
COc1cc(-c2cc(-c3ccc(F)cc3)nc(N)c2C#N)ccc1O	0%	-9%	-8%	17%	-2%	27%	4%	3	0%
O=C(Nc1nc2ccsc2c(=O)s1)C1CCC1	-5%	-4%	4%	6%	-17%	27%	1%	3	-12%
Cc1cccc(NC(=O)C2C3C=CC4(O3)C2C(=O)N(CCCN2CCCC2)C4C(=O)NC2CCCC(C)C2C)c1 (stereo unspecified)	3%	-9%	-4%	5%	0%	29%	?	2&-2	2%
CC(C)NC(=O)CN1CCC(c2ccccc2)C(O)C1 (stereo unspecified)	1%	-8%	-4%	3%	0%	45%[activator]	0%	4	-4%
COc1ccc(NC(=S)NCC2CCCO2)c(OC)c1 (stereo unspecified)	-8%	-8%	0%[11.4 µM]	5%	22%	-1%	-50%	-11	10%
Cc1ccc(S(=O)(=O)Nc2ccc3nc(C)sc3c2)cc1	6%	3%	-9%	-7%	13%	36%	-8%[2.33 µM]	-5	-1%
O=C1OC(c2cccs2)=N/C1=C\c1ccc(-c2cccc(Cl)c2)o1	16%	i	-29%	7%	2%	8%	35µM*	-1	?
Cc1ccc(-c2nnc(Nc3ccc(C(=O)N(C)C)cc3)c3ccccc23)cc1S(=O)(=O)NC(C)(C)CO	-4%	-4%	-18%	7%	69%[activator]	-12%	-4%[12.7 µM]	-4	0%
COc1ccc(N2CCN(C(=O)CN3C(=O)CSc4c3c(C)nn4-c3ccccc3)CC2)cc1	-1%	i	-18%	1%	3%	60%[activator]	-26%[59 µM]	-10	-13%
O=C(CC1C(=O)N(c2ccccc2)C(=O)N1Cc1ccco1)Nc1ccccc1 (stereo unspecified)	-11%	-1%	-30%	12%	-17%	0%	?	-2	-37%
Cc1nn(S(=O)(=O)c2ccc(Br)cc2)c(C)c1S(=O)(=O)N1CCOCC1	-5%	i	-10%	4%	-5%	38%	40µM*	-3	?
CCOc1ccc(NC(=O)Cn2c(=O)c(CNc3ccccc3)cc3cc4c(cc32)OCCO4)cc1	14%	-6%	-19%	7%	?	17%	?	-10	-12%
O=C(O)CN1C(=O)C(=O)N(Cc2c(F)cccc2Cl)C1=O	-6%	-2%	-6%	-12%	3%	16%	?	3	-18%
CCCn1c(SCc2nc(-c3ccc(OC)c(OC)c3)no2)nnc1-c1ccccc1	11%	2%	-18%	-5%	0%	24%	2%[59 µM]	3	-20%
Cc1ccc(C(=O)CSc2nnc(-c3cccnc3)n2N)cc1	-8%	i	50µM*	5%	-8%	13%	32µM*	-5	-6%
O=C(Nc1ccccc1O)c1cc(S(=O)(=O)N2CCOCC2)c(Cl)cc1Cl	5%	-2%	-16%	3%	23%	0%	4%[59 µM]	-3	.
O=C(Nc1ccccc1)c1ccccc1OCc1ccc(F)cc1	-1%	-1%	-7%	-9%	-1%	28%	-38%	-5	5%

Quoted at random: 2 entries already listed, in no set order.
SMILES	Pin1 inh	PGK inhibitor	JMJD2A Tudor	ERG-DNA inh	GLS inh	HP1b binding inh	G9a inh	PI4K2A inh	BAZ2B block
CCOc1ccc(NC(=O)Cn2c(=O)c(CNc3ccccc3)cc3cc4c(cc32)OCCO4)cc1	14%	-6%	-19%	7%	?	17%	?	-10	-12%
O=C(O)CN1C(=O)C(=O)N(Cc2c(F)cccc2Cl)C1=O	-6%	-2%	-6%	-12%	3%	16%	?	3	-18%

Going on with the list:
SMILES	Pin1 inh	PGK inhibitor	JMJD2A Tudor	ERG-DNA inh	GLS inh	HP1b binding inh	G9a inh	PI4K2A inh	BAZ2B block
CC1Cc2ccccc2N1S(=O)(=O)c1nnc(NC(=O)c2ccccc2)s1 (stereo unspecified)	12%	i	-24%	1%	15%	11%	?	1	-29%
CCn1c(N2CCN(C(=O)Nc3ccc(F)cc3)CC2)nc2ccccc21	-2%	-6%	-15%	-1%	5%	16%	-23%[0.0925 µM]	0	-3%
O=C(COc1cccc2c1CCNC2=O)Nc1cccc(F)c1	3%	3%	-18%	-5%	4%	21%	-5%	2	38%[activator]
COC(=O)CSc1nnc(CNC(=O)c2cc(OC)c(OC)c(OC)c2)n1C	-5%	-5%	-29%	-15%	-3%	5%	9%	3	-3%
c1ccc(CNc2nc(NCc3ccccc3)c3ccccc3n2)cc1	0%	10%	-34%	-3%	-8%	3%	?	1	?
CC(NC(=O)COC(=O)C1CCCCC1)c1ccccc1 (stereo unspecified)	-12%	-8%	-5%	12%	10%	4%	.	1	.
CCCS(=O)(=O)Nc1cccc(-c2ccc3nnc(C)n3n2)c1	-7%	.	0%	-13%	-10%	71%[activator]	0%	1	6%
O=C(NCCNCc1ccccc1)c1ccco1	17%	-6%	25µM*	1%	14%	-11%[57 µM]	.	-11	.
Cc1ccccc1N1CCN(CCCOc2ccc3c(C)cc(=O)oc3c2)CC1	2%	i	?	-1%	.	?	?	3	-38%
CCc1ccc2oc(-c3cc(NC(=O)c4cccs4)ccc3Cl)nc2c1	42%[activator]	1%	10%	?	7%	61%[activator]	10%[59 µM]	1	-3%
CC1(C)Cc2ccccc2C(NNC(=O)c2ccccn2)=N1	-1%	8%	45µM*	-4%	-6%	27%	12%[59 µM]	-3	32µM*
COc1ccc(-c2cc(C(=O)Nc3nc4c(C)cccc4s3)c3ccccc3n2)cc1OC	21%	2%	-12%	8%	0%	42%[activator]	?	6	-8%
O=[N+]([O-])c1ccccc1OCC(O)CNC1CCCC1 (stereo unspecified)	-8%	-10%	-1%[11.4 µM]	-9%	6%	30%	-11%	2	-21%
CC(C)N(C(=O)COC(=O)c1ccccc1C(=O)N1CCN(c2ccc(F)cc2)CC1)C(C)C	-9%	i	-15%	3%	24%	13%	-23%	-8	-6%
COc1cccc2sc(NNC(=O)COc3ccccc3)nc12	5%	-8%	-19%	2%	-2%	34%	?	4	-9%
CC12CCC(C(=O)N3CCC(Cc4ccccc4)CC3)(C(=O)C1=O)C2(C)C (stereo unspecified)	?	5%	-10%	0%	5%	26%	-33%	-1	-13%
O=C(NNC1CC(=O)N(c2cccc(Cl)c2)C1=O)c1cccnc1 (stereo unspecified)	6%	-2%	5%	.	26%	37%	?	4	8%
CCSc1nc(-c2ccccc2)nc2c1CCCC2	1%	-4%	134%[activator]	7%	-8%	182%[activator]	142%[activator]	-2	122%[activator]
CC(C)c1ccc(S(=O)(=O)N2CCN(C(=O)C3CCCC3)CC2)cc1	-1%	-7%	-2%	6%	0%	8%	18%	9	-5%
O=C(COC(=O)CNC(=O)c1ccc(Cl)cc1)Nc1cccc(S(=O)(=O)N2CCCC2)c1	-4%	-9%	-23%	-8%	-1%	35%	3%	-2	-26%
Cc1c(-c2ccccc2)[n+](=O)c2c(n1[O-])CCCCC2	-6%	-3%	-14%	.	9%	-8%	17%[59 µM]	2	9%
CC(C)C12CN3CC(C(C)C)(CN(C1)C3c1ccc([N+](=O)[O-])o1)C2=O (stereo unspecified)	-5%	0%	-5%	-2%	-5%	14%	10%	0	-10%
S=C(N/N=C/c1ccccc1Cl)Nc1ccccc1	-7%	-8%	-7%	-3%	5%	22%	111%[activator][59 µM]	0	-36%[57.1 µM]
CC1(C)CC(=O)C2=C(C1)N=C1SCCC(=O)N1C2c1ccccc1 (stereo unspecified)	-3%	-8%	4%	-11%	-3%	10%	7%	3	-2%
CCOc1ccc(CNC(=O)c2ccccc2NC(=O)c2nsc3ccccc23)cc1	14%	-5%	-6%	5%	5%	10%[57 µM]	-5%[59 µM]	2	-4%
